aSyn rescue – alpha-synuclein toxicity inhibition in yeast; Yeast expressing alpha-synuclein, growth rescue, BacTiter-Glo, 24 h; Potency, µM (titrated, usually from 46.1 µM), for inactives: at the top dose growth rescue (activation), hits mostly activators; 370,000 compounds, 0.14% hits; AID 652106; note: % of control where 0% means no effect; nearly all actives have a fitted effect of over 65% in size
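Readout is rescue of growth in alpha-synuclein-expressing yeast, so inhibitors of toxicity appear as activators. Growth after 24 hr at 30 deg C in galactose medium is quantified by luminescence.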
FUS yeast rescue – suppressors of FUS proteinopathy in yeast; S. cerevisiae FUS-expressing, growth rescue, OD600, 24 h; Potency, µM (top dose mostly 76.6 µM), inactives show at the top dose growth rescue (activation), most hits filed as activators; 390,000 compounds, 0.24% hits;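 note: plate controls were DMSO vehicle for no effect and reference control for full effect; nearly all actives have a fitted effect of over 55% in size; some results filed as inactive show a strong effect at the top dose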
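Restored growth of FUS-toxic S. cerevisiae, read as 600 nm absorbance after 24 h at 30C in galactose medium (starting OD 0.005). Controls CP55940 and DMSO.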
PTHR1 agonist – PTHR1 (human) receptor agonism; Potency, µM (series often up to 115 µM), for the others: at the top dose activation, usual class: activators; AID 743266; HEK293 GP2 PTHR1 cells, GloSensor cAMP luminescence, 1 h; 410,000 compounds, 0.075% hits; note: nearly all actives have a fitted effect of over 55% in size; some results filed as inactive show a strong effect at the top dose; inactives centre near -15; many of its hits are not listed in these tables
Target sequence (Q03431 whole entry, looked up): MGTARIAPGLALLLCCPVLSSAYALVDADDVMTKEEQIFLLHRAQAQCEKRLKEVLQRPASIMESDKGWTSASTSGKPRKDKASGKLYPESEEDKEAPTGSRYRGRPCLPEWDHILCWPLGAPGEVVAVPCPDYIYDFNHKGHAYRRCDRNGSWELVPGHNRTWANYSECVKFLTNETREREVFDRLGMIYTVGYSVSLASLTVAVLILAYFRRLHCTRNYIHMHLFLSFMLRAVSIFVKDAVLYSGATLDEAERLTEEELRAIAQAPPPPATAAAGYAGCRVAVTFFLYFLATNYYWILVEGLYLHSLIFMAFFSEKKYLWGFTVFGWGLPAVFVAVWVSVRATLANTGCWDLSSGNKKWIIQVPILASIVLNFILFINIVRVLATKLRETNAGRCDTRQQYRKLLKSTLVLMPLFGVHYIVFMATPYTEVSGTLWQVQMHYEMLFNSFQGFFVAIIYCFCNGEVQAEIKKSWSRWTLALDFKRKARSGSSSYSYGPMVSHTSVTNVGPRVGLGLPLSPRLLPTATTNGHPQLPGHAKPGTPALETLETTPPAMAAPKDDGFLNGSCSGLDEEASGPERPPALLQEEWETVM
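HEK-293-derived GP2 cells expressing PTHR1 and a GloSensor cAMP reporter, 3,000/well, plated overnight, given luciferin plus IBMX (each 0.5 mM as added) for 1 h at 37 °C, then compound for 1 h at 37 °C. Luminescence was read after 15 min at room temperature.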
EPAC2 antagonist – antagonists of human EPAC2; EPAC2 GEF exchange of Rap1B-BODIPY-GDP, fluorescence; Potency, µM (titrated, usually from 114 µM), for the others: at the top dose activity, negative = inhibition, usual class: inhibitors; 360,000 compounds, 0.18% hits; AID 720708; note: % is set by controls: 0 for no effect and ±100 for the full control effect; nearly all actives have a fitted effect of over 45% in size; many of its hits are not listed in these tables
EPAC1 antag – blocks human EPAC1 exchange factor | O95398 | EPAC1 GEF assay, Rap1b-BODIPY-GDP exchange fluorescence | Potency, µM (highest dose often 115 µM), for the others: at the highest dose activity change, negative = inhibition, usual class: inhibitors | 360,000 compounds, 0.14% hits | AID 720709;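 note: plate controls were vehicle for no effect and positive control for full effect; nearly all actives have a fitted effect of over 50% in size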
EPAC1 agonist – EPAC1 (human) agonism. O95398. EPAC1 agonist qHTS, biochemical assay; response scale: 100% = response to 6.5 mM cAMP. Potency, µM (top dose mostly 154 µM), for inactives: at the top dose activation, most hits filed as activators. 360,000 compounds, 0.073% hits; note: nearly all actives have a fitted effect of over 60% in size
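Read-out is the fluorescence drop as BODIPY-GDP leaves Rap1B (480 nm excitation, 540 nm emission), recorded every 5 minutes over 30 minutes. Reactions held 100 nM EPAC1, 250 nM Rap1B–BODIPY-GDP and 50 uM GDP, with 6.5 mM cAMP setting full activation.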
TDP-43 yeast inh – inhibitors of TDP-43 toxicity in yeast. Potency, µM (highest dose often 46.1 µM), for the others: at the highest dose growth rescue (activation), most hits filed as activators. 410,000 compounds, 1.8% hits. TDP-43 expressing yeast growth rescue, BacTiter-Glo, 24 h; note: % of control where 0% means no effect; nearly all actives have a fitted effect of over 50% in size
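Yeast cells expressing TDP-43 under galactose induction are exposed to compounds for 24 hr at 30 deg C. BacTiter-Glo luminescence measures growth, so protective compounds score as activators.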
EPAC2 agonist – EPAC2 (human) agonism; Q8WZA2; EPAC2 activation, biochemical qHTS; response scale: 100% = 6.5 mM cAMP response; Potency, µM (series often up to 154 µM), without a hit: at the highest dose activation, most hits filed as activators; 360,000 compounds, 0.079% hits; AID 720711; note: nearly all actives have a fitted effect of over 50% in size
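Fluorescence exchange assay: 100 nM EPAC2 with 250 nM RAP1B-BODIPY-GDP and 50 uM GDP; compounds tested as a concentration-titration series (qHTS). Loss of Rap1-bound BODIPY-GDP fluorescence read at 480/540 nm; data normalized to 6.5 mM cAMP.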
Numbers without * were called inactive; i = inactive; u = inconclusive; x = not tested or not shown; & = joins results of further samples; [ ] = remark or other dose. Calls come from the whole dose curve; as a rule, active = well fitted curve in the direction sought with a large enough effect; inconclusive = small, poorly fitted or top-dose-only effect, or another doubt; inactive = no such curve, though single readings can be large; an effect the other way counts as inactive or inconclusive. Potency is the fitted concentration of half-maximal effect. Some of the compounds tested. The share of hits here may be higher or lower than overall.

SMILES	aSyn rescue	FUS yeast rescue	PTHR1 agonist	EPAC2 antagonist	EPAC1 antag	EPAC1 agonist	TDP-43 yeast inh	EPAC2 agonist
C=CCn1c(CNC(=O)c2ccccc2F)nnc1SCC(=O)NC(C)c1ccccc1 (configuration not stated)	-4%	5%	-20%	19%	-2%	-1%	5%	16%
CCCn1c2ccccc2c2cnn(CC(=O)NC3CCCCC3)c(=O)c21	-7%	36%	11%	6%	-3%	-2%	-9%	-5%
Cc1cc(NC(=O)c2cccc(S(=O)(=O)N3CCCCCC3)c2)no1	7%	18%	i	-4%	2%	3%	-12%	9%
COC(=O)CSc1nnc(C)n1-c1ccc(C)cc1	2%	-5%	i	6%	13%	-2%	10%	-9%
CCC(=O)Nc1ccc(-c2ccc(N3CCC(C)CC3)nn2)cc1	-3%	16%	-3%	9%	3%	-1%	u	-8%
C[C@H]1CN([C@@H](C)CO)C(=O)c2cc(NC(=O)NC3CCCCC3)ccc2O[C@H]1CN(C)C(=O)Nc1ccc(C(F)(F)F)cc1	0%	u	-30%	-4%	-21%	-27%	-12%	-10%
COc1ccc(-n2nnnc2SCC(=O)Nc2nc3c(s2)CCCC3)cc1	-6%	-4%	-44%[inhibitor]	-2%	-17%	5%	-1%	6%
O=C(N/N=C/c1c[nH]c2ccccc12)C1CC1c1ccccc1 (configuration not stated)	-2%	18%	-89%[inhibitor]	-7%	18%	-1%	7%	-3%
COc1ccccc1CNC(=O)CSc1cc(=O)n(C)c2ccccc12	-11%	19%&-7%	-15%	2%	-8%	16%	-6%	1%
COc1ccc(C(=O)NCc2ccc(F)cc2)cc1S(=O)(=O)N1CCCC1	-7%	7%	-22%	-10%	-29%	5%	3%	-2%
CCOC(=O)c1ccc(NC(=O)C2CC(=O)Nc3nc4ccccc4n32)cc1 (configuration not stated)	1%	24%	i	19%	-10%	-8%	-12%	5%
COc1ccccc1NC(=O)Nc1nc(CC(=O)Nc2ccc(N(C)C)cc2)cs1	-1%	42%	-11%	0%	-13%	u	18%	5%
COc1ccc(-c2csc3ncnc(NCCN4CCOCC4)c23)cc1	3%	8%	i	-1%	-4%	2%	15%	-34%[inhibitor]
N#CC1=C(N)C(C#N)(C#N)C(c2cccnc2)C2CC(c3ccccc3)CC=C12 (configuration not stated)	1%	7%	-10%	-7%	-18%	20%	7%	27%
CN(C(=O)COC(=O)c1ccccc1Nc1ccccc1)c1c(N)n(Cc2ccccc2)c(=O)[nH]c1=O	-5%	35µM*	i	14%	-9%	-5%	-22%	-9%
CN(Cc1ccccc1)C(=O)c1ccc(NC(=O)Cc2ccc(NC(=O)C3CCN(C(=O)C4CCC4)CC3)cc2)cc1	-4%	u	0%	2%	4%	-2%	0%	8%
C[C@@H]1CN([C@@H](C)CO)C(=O)CCCn2nncc2CO[C@@H]1CN(C)S(=O)(=O)c1ccc(F)cc1	u	-16%	i	3%	4%	2%	10%	5%
O=C(NCCc1ccccc1)C1Cc2c(-c3ccccc3)ccnc2O1 (configuration not stated)	8%	5%	2%	13%	-18%	-8%	12%	10%
CCOC(=O)CN(C(=O)CSc1nnc(COc2ccc(OC)cc2)n1C)c1ccccc1	-1%	11%	i	-2%	4%	4%	10%	-1%
COc1ccc(-c2cc(-c3cccs3)nc(OC)c2C#N)cc1OC	0%	x	-20%	2%	-5%	-15%	13%	-1%
COc1ccc2nc(N/C(N)=N/C(=S)Nc3cccc(C)c3)nc(C)c2c1	-1%	u	-23%[57.5 µM]	-11%	-10%	3%	29%	13%
O=C(CSc1ncnc2ccccc12)c1ccc2c(c1)OCCO2	0%	29%	-20%	0%	22%	-7%	-25%	-5%
O=C(COc1ccc(S(=O)(=O)Nc2ccccc2)cc1)NCc1ccncc1	5%	11%	i	7%	-12%	11%	-6%	7%
CCOc1cc(CNC2CCCC2)cc(Cl)c1OCc1ccc(F)cc1	2%	7%	i	-1%	2%	2%	-15%	6%
COc1ccc(S(=O)(=O)Nc2cc(Sc3ncn[nH]3)c(O)cc2C)cc1	-11%	25%	i	3%	-8%	0%	-24%	6%
N#CCC(=O)NNC(=S)NC(=O)C(c1ccccc1)c1ccccc1	-4%	34%	-7%	1%	18%	3%	-24%	-2%
CCOC(=O)C1=C(CC)Nc2ccccc2N=C1NC(=O)Cn1cnc2ccccc2c1=O	5%	0%	i	10%	9%	-1%	-32%[inhibitor]	-2%
Cc1ccccc1C(=O)NC1CCN(C(=O)N(c2ccccc2)c2ccccc2)CC1	-7%	25%	-21%	-4%	-1%	15%	8%	-8%
N#CCSc1nc(-c2ccccc2)nc2ccc(F)cc12	-7%	-25%	-20%	1%	-34%	0%	-3%	4%
COC(=O)c1ccc(-n2nnnc2SCc2ccccc2OC)cc1	1%	22%	-4%[57.5 µM]	-11%	-7%	16%	9%	10%
O=C(CSC1=NS(=O)(=O)c2ccccc2N1)Nc1ccc(F)cc1	-2%	29%	-9%	-11%	-17%	-3%	-5%	5%
CSCC[C@@H](C(=O)NCc1cccs1)N1Cc2ccccc2C1=O	-1%	-12%	-5%	-3%	4%	6%	12%	8%
O=C(CCCCC(=O)NN=Cc1ccc(Cl)cc1)NN=Cc1ccc(Cl)cc1	-3%	x	i	-3%	-11%	11%	19%	-4%
CC(C)c1c(C(=O)N/N=C/c2ccc(OCc3ccc(F)cc3)cc2)nnn1-c1nonc1N	-1%	0%	-45%[inhibitor]	-15%	-15%	13%	15%	-7%
CN(Cc1ccccc1)C(=O)CCC1CCN(S(=O)(=O)N(C)C)CC1	0%	9%	-27%	9%	18%	-1%	-14%	5%
CC(C)c1nc2sc3c(c2c(=O)[nH]1)CC(C)(C)OC3	-8%	-38%	-7%	-4%	2%	22%	3%	12%
O=Cc1ccccc1-c1cn(CN2C(=O)c3ccccc3C2=O)nn1	0%	-13%	11%	8%	1%	-1%	-28%	11%
O=C(Cc1cccs1)N1CCCC(c2nc3c(nnn3Cc3ccccc3Cl)c(=O)[nH]2)C1 (configuration not stated)	-15%	36%	-3%[57.5 µM]	9%	12%	-3%	-12%	2%
Cc1ccc(S(=O)(=O)N(CC(=O)NCCC2=CCCCC2)Cc2ccccc2)cc1	6%	35%	3%[57.5 µM]	-5%	-2%	17%	-12%	14%
O=C(CN1CSCC1=O)N1CCN(S(=O)(=O)c2cccc(F)c2)CC1	-4%	-20%	-49%	7%	5%	10%	9%	7%
COc1ccc(Cc2n[nH]c(=S)n2NC(=O)Nc2ccc(Cl)c(Cl)c2)cc1	-40%[inhibitor]	5%	i	-4%	-23%	-6%	-74%[inhibitor]	7%
CC12CCC(=O)N1C(C(=O)Nc1nnc(SCc3ccc(F)cc3)s1)CS2 (configuration not stated)	15%	42%	i	-10%	13%	2%	9%	9%
COc1ccccc1NC(=O)N1c2ccccc2NC(=O)CC1C (configuration not stated)	-1%	3%	i	-4%	-13%	8%	3%	15%
CCN(C(=O)COc1ccccc1)c1nnc(-c2cccnc2)s1	7%	31%	u	-7%	8%	1%	-2%	-10%
CCS(=O)(=O)N1CCCC(c2nc(-c3cccc(OC)c3)no2)C1 (configuration not stated)	-3%	-20%	-26%	0%	-1%	10%	16%	18%
COc1ccccc1CNC(=O)c1cnccn1	0%	38%	-19%	-3%	-5%	17%	-14%	11%
CCOc1ccc(C2C(C(=O)OC)=C(C)NC3=C2C(=O)c2ccccc23)cc1OC (configuration not stated)	-2%	14%	-6%	x	x	x	11%	x
Fc1ccc(C2=NOC(c3nnc(-c4ccccc4)o3)C2)cc1 (configuration not stated)	1%	-10%	-1%	5%	-3%	7%	-37%[inhibitor]	8%
CCCCC(=O)Nc1ccc(C)c(S(=O)(=O)N2CCCCCC2)c1	1%	x	-48%	-22%	-18%	4%	-12%	-3%
Cc1ccsc1/C=N\NC(=O)CC(=O)NCc1ccccc1	0%	-11%	-8%	4%	-10%	-3%	19%	-3%

(cont.)
SMILES	aSyn rescue	FUS yeast rescue	PTHR1 agonist	EPAC2 antagonist	EPAC1 antag	EPAC1 agonist	TDP-43 yeast inh	EPAC2 agonist
C=C1c2cc(OC)ccc2NC(=O)N1CC	2%	2%	-44%[inhibitor][57.5 µM]	-11%	-1%	-5%	0%	0%
Cc1ccc(NS(=O)(=O)c2c(C)[nH]c(=O)[nH]c2=O)cc1C	0%	8%	i	6%	14%	-1%	-20%	10%
O=c1c2ccccc2nc(N/N=C/c2c(O)ccc3ccccc23)n1O	13%	38%	i	8%	u	-6%	-10%	-8%[15.6 µM]
COC(=O)c1ccc(/C=C/C(=O)OCC(=O)NCc2cccs2)cc1	0%	3%	-12%	14%	-6%	5%	4%	1%
O=C(O)Cn1c(O)c(C=Nc2ccccc2)sc1=S	0%&6%	-19%&2%	-10%[57.5 µM]	3%&-5%	6%&-2%	-2%&0%	0%&12%	-2%&7%
COc1ccccc1N1CCN(c2cc(=O)n(-c3ccc(Br)cc3)c(=O)[nH]2)CC1	-2%	11%	-10%	13%	12%	-2%	-30%	5%
O=C(CCN1C(=O)/C(=C/C=C/c2ccccc2)SC1=S)Nc1nccs1	-6%	39%	7%	-1%	-19%	8%	0%	10%
S=C(NCCCc1ccccc1)Nc1ccccc1Cl	-22%	x	i	-11%	-4%	13%	u	11%
Cn1c(O)c(C=NCCCCCC(=O)O)c(=O)n(C)c1=O	0%	-26%	i	14%	-11%	7%	11%	16%
CO[C@H]1CN(C)C(=O)c2cc(NC(=O)c3cc(C)on3)ccc2OC[C@@H](C)N(C(=O)C2CC2)C[C@H]1C	-10%	5%	i	-5%	4%	1%	28%	5%
Fc1ccccc1CSc1nc2ncc(Br)cc2[nH]1	4%	3%	-15%	7%	4%	4%	3%	1%
NC(=O)C1CCN(C(=O)c2ccc(-c3ccccc3Cl)o2)CC1	-1%	x	-7%	8%	3%	-5%	-1%	-3%
CCOC(=O)C(C)Sc1nc(-c2cccs2)ccc1C#N (configuration not stated)	3%	x	-16%	-11%	-26%	6%	-5%	12%

Single records, as listed above. Screens in order: aSyn rescue, FUS yeast rescue, PTHR1 agonist, EPAC2 antagonist, EPAC1 antag, EPAC1 agonist, TDP-43 yeast inh, EPAC2 agonist
CC(C)c1nc2sc3c(c2c(=O)[nH]1)CC(C)(C)OC3 is listed as -8%, -38%, -7%, -4%, 2%, 22%, 3%, 12%
CC12CCC(=O)N1C(C(=O)Nc1nnc(SCc3ccc(F)cc3)s1)CS2 (configuration not stated) is listed as 15%, 42%, i, -10%, 13%, 2%, 9%, 9%
